Assay outcomes: PubChem BioAssay, Broad Institute
RAD54 inh: inhibitors of human RAD54 branch migration, primary screen, biochemical, fluorescence, single point; RAD54 Holliday junction branch migration, FAM/BHQ fluorescence; inhibition, % at 10.4 µM; 360,000 tested, 0.14% active;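 active = mean normalized replicate activity at least 40 and at least half of replicates scoring 40 or more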;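 note: 0% = median of neutral control wells and 100% = median of positive control wells; inhibitors cause a drop in the FAM fluorescence signal; in these data hits start at about 50%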
PglD DTNB: C. jejuni PglD acetyltransferase inhibitors, primary screen, biochemical, DTNB colorimetric, single point | UDP-N-acetylbacillosamine N-acetyltransferase PglD (Campylobacter jejuni) | inhibition, % at 12.5 µM | purified PglD enzyme, DTNB colorimetric CoA detection | 360,000 tested, 0.098% active; in the data active = inhibition above about 16%, passing the limit was not always enough; note: strong numbers were not always called active
E-selectin induc: E-selectin induction in HUVECs, primary screen, imaging, HUVEC, immunofluorescence imaging, single point; normalized: neutral wells 0, TNF-alpha wells 100; activation, % at 7.58 µM; 260,000 tested, 0.37% active;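 active = mean E-selectin-positive cell signal at least 10% of the positive control, reached in at least 60% of replicates, without over 20% cell loss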;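 note: in these data hits start at about 27%; measured in HUVEC primary endothelial cells; signal is the percent of cells scored E-selectin positive by PE staining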
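Test system – human umbilical vein endothelial cells (HUVEC), E-selectin induction · Input – 3,000 HUVEC seeded per well · Buffer or medium – EGM-2, gelatin · Compound dosing – single-point compound dose · Detection – immunofluorescence imaging · Measure – percent E-selectin-positive cells · Controls – TNF-alpha high, DMSO low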
miR-122 sensor: miR-122 Renilla sensor signal increase in Huh7, primary screen, miR-122 inhibitor project, cell-based, single point, plate reader; Huh7 miR-122 Renilla luciferase sensor, 48 h; neutral wells = 0, positive control = 100; activation (reporter increase), % at 12.5 µM; 340,000 tested, 0.3% active; AID 602342, 2012;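 active = mean replicate activation score at least 90 and every replicate individually at or above 90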;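 note: higher luciferase means less miR-122 activity so hits act as miR-122 inhibitors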
RAD52 anneal inh: RAD52 DNA annealing inhibitors, primary screen, biochemical, FRET, single point, set 2; 360,000 tested, 0.46% active; inhibition, % at 18.7 µM; DNA repair protein RAD52 homolog (Homo sapiens), P43351; recombinant RAD52 DNA annealing, FRET fluorescence;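 active = every replicate showing at least 50% inhibition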
Cneo AK release: Cryptococcus neoformans cell lysis inducers, primary screen, AK release luminescence, single concentration; AID 651654, 2012; lysis activity, % at 15 µM; C. neoformans lysis, adenylate kinase release luminescence, 4 h; normalised: neutral wells 0, clomiphene wells 100; 360,000 tested, 0.2% active;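 active = mean lysis activity across replicates of at least 80%, whatever share of replicates individually reach that level; inactive = mean lysis activity below 80%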
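Assay system: Cryptococcus neoformans yeast cells / Dosing: single-point compound dose / Timing: 4 h at 37 °C static, read 1 h later / Measured by: luminescence of released adenylate kinase using an AK detection reagent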
ERAP1 inh: human ERAP1 aminopeptidase inhibitors, primary screen, biochemical, single point, plate reader. recombinant ERAP1, Leu-AMC fluorescence, 60 min. inhibition, % at 10.7 µM. 340,000 tested, 0.15% active. AID 652197, 2013;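 active = mean replicate inhibition of at least 30%, or all replicates individually reaching that 30% level; inactive = mean below 30% and not every replicate reaching it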;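 note: 0% = neutral control wells and 100% = L-leucinethiol positive control wells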
Target sequence (Q9NZ08 whole entry, looked up): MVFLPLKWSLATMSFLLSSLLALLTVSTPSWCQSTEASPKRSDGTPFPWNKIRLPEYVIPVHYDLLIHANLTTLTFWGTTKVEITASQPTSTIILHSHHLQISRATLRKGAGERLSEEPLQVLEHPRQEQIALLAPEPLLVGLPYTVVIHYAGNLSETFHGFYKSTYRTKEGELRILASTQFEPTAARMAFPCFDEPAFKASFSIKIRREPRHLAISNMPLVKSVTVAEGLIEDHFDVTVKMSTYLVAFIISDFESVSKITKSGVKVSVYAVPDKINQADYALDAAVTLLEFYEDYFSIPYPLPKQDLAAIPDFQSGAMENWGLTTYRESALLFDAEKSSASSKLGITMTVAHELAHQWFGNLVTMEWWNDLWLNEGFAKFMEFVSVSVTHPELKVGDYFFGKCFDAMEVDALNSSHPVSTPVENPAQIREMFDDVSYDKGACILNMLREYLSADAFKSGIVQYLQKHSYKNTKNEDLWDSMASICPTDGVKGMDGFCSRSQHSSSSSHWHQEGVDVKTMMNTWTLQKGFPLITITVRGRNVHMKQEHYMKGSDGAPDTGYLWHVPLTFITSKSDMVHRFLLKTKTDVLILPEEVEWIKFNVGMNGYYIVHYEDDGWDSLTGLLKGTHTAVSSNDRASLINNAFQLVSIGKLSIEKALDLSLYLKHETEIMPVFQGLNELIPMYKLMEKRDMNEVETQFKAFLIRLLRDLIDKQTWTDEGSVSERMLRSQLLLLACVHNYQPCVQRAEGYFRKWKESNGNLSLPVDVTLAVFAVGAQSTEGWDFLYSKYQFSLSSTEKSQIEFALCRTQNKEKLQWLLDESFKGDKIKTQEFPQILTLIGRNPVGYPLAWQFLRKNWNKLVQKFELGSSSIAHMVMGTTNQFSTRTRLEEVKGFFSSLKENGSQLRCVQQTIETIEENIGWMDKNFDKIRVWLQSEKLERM
PGC1a acetyl inh: inhibitors of PGC1a acetylation signal, primary screen, cell-based, U2OS, AlphaScreen, inhibitor mode; AlphaScreen anti-acetyl-lysine; with virally co-expressed GCN5 acetyltransferase; 350,000 tested, 0.17% active; inhibition, % at 15.6 µM;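 active = every replicate shows inhibition of at least 40%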;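 note: 0% = neutral control wells and 100% = positive control wells; some results beyond the cut were filed as inactive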
An asterisk follows results filed as active; . = no result given; [ ] = remark or other dose.

no.	mol	RAD54 inh	ERAP1 inh	PglD DTNB	E-selectin induc	RAD52 anneal inh	Cneo AK release	PGC1a acetyl inh	miR-122 sensor
1	CC(C)c1ccc(CN2CCC(C(=O)NCc3cccnc3)CC2)cc1	6	.	0	.	.	0	3	-7
2	O=C(CCc1ccc(S(=O)(=O)NCc2ccccc2)cc1)NCc1ccc2c(c1)OCO2	-3	.	-4	.	.	1	15	7
3	CCOC(=O)c1sc(=S)n(CC)c1NC(=O)c1ccccc1	-4	1	-3	.	-2	-1	8	3
4	C[C@@H]1CN([C@@H](C)CO)C(=O)CCCn2nncc2CO[C@H]1CN(C)Cc1ccc(C(=O)Nc2ccccc2N)cc1	2	1	-1	-0.1	12	-6	20	3[16.7 µM]
5	COc1cccc(NC(=O)COC(=O)CCCc2c[nH]c3ccccc23)c1	-2	.	-7	.	.	-1	5	-11
6	CCCCc1nc(N2CCOCC2)c(C#N)c2c1CCCC2	-11	.	.	.	.	6	1	3
7	N#Cc1c(-c2ccccc2)nc2n(c1=O)CCS2	-1	.	4	.	.	2	-1	-8
8	CCOC(=O)c1[nH]c2ccc(F)cc2c1NC(=O)C(C)N1CCc2cc(OC)c(OC)cc2C1 (stereo not given)	0	.	17	.	.	3	10	27
9	C[C@H](CO)N1C[C@H](C)[C@H](CN(C)C(=O)Nc2ccc3c(c2)OCO3)Oc2ccc(NC(=O)Cn3cnnn3)cc2CC1=O	4	3	1	-1.5	9	-6	6	5[16.7 µM]
10	O=C(NCc1cccc(F)c1)[C@H]1[C@H](CO)[C@H]2Cn3c(ccc(-c4ccncc4)c3=O)[C@@H]1N2CC1CC1	2	1	0	-0.1	-1	9	.	-4[16.7 µM]
11	CC(C)C1=C2OC(N)=C(C#N)C(C#N)=C2C(C)CC1 (stereo not given)	-21	-9	-5	.	-82	-1	-10	-2
12	C[C@H](CO)N1C[C@H](C)[C@H](CN(C)Cc2ccc3c(c2)OCCN3C)OCc2ccccc2-c2c(n(C)c3ccccc23)C1=O	.	2	.	-0.4	27	.	-9	.
13	CN1C(=O)C(Cl)(Cl)C(=O)c2ccccc21	-2	.	-5	.	.	0	5	23
14	COc1ccc(Cc2c(C3CCCCC3)nc3ccc(Cl)cn23)c(C)c1	-1	-1	3	-0.1	-25	0	-7	-4
15	Oc1ccc2ccccc2c1Br	13	-3	-2	-0.1	1	1	8	1
16	COC(=O)c1ccc2[nH]c(CO)c(-c3ccccc3)c2c1	-4	1	-1	0.0	-39	-3	-11	5
17	O=C(Cc1ccccc1)N1C[C@H]2[C@@H](c3ccccc31)[C@H](CO)N2C(=O)c1ccc(F)cc1	-40	1	-1	0.2	3	0	-5	-17[16.7 µM]
18	Cc1noc(C)c1NC(=O)N(C)C[C@H]1Oc2ccc(NS(=O)(=O)c3ccccc3)cc2CC(=O)N([C@@H](C)CO)C[C@H]1C	-12	-3	-1	-18	0	-12	10	4[16.7 µM]
19	COc1cc(C(=O)Nc2cc(S(=O)(=O)N3CCOCC3)ccc2N2CCOCC2)ccc1OC(F)F	-8	4	-3	.	0	-2	2	9
20	CC(C)(C)Nc1nc(-c2ccccn2)nc2ccccc12	25	-5	5	.	18	3	.	.
21	CCCn1nnc(NC(=O)c2cc3ccccc3o2)n1	-1	-5	2	.	-11	7	-2	-3
22	CCOc1ccc(N2C(=O)c3ccccc3C2O)cc1 (stereo not given)	12	-1	-2	.	1	-4	.	-1
23	Cc1ccc(S(=O)(=O)Cc2ccc(C(=O)N3CCCCCC3)o2)cc1	-8	.	0	.	-11	2	-20	-1
24	CCOCCCNC(=O)c1ccc(N2CC3CC(C2)c2cccc(=O)n2C3)c(NC(=O)Nc2cccc(OC)c2)c1 (stereo not given)	-12	-3	7	-0.3	0	2	5	13
25	CCOC(=O)C1(Cc2cccc(Cl)c2)CCCN(C(=O)c2ccoc2C)C1 (stereo not given)	0	0	7	0.0	-30	0	-3	0
26	CC1=C(C(=O)NCCN2CCN(C)CC2)C2(CCC(C)CC2)OC1=O (stereo not given)	-1	.	-3	.	.	1	8	1
27	Cc1ccc(C(=O)CSc2nc3ccccc3c(=O)n2N)o1	3	.	-3	.	.	-7	.	15
28	Cc1ccc(CONC(=O)c2ccc(C)cc2)cc1	-6	-2	2	.	-11	-2	-6	-2
29	COc1ccccc1NC(=S)N/N=C1\CC(C)(C)Oc2ccc(O)cc21	-3	1	1	.	-18	44	-9	-10
30	O=C(COc1ccc(Br)cc1F)Nc1nnc(C2CC2)s1	2	-3	0	-0.3	-8	1	1	-4
31	C[C@@H]1CN([C@H](C)CO)C(=O)c2cc(C3=CCCC3)cnc2O[C@H]1CN(C)C(=O)c1ccccc1	-2	3	1	0.6	-7	-1	-10	-4[16.7 µM]
32	CC(C)c1cc(-c2n[nH]c(=S)n2Cc2ccccc2)cs1	2	.	0	.	.	9	2	.
33	CO[C@@H](CN(C)C(=O)c1ccccc1F)[C@@H](C)CN([C@H](C)CO)S(=O)(=O)c1ccc(C)cc1	4	-1	3	-0.1	-4	-1	-10	.
34	Cc1cccc(NC(=S)/N=C(\N)Nc2nc(C)c3ccccc3n2)c1	3	.	-4	.	.	17	.	-26
35	Cc1cccc(-c2ccc([C@H]3[C@@H](CO)N4CCCCN(S(=O)(=O)c5cccc(C)c5)C[C@@H]34)cc2)c1	-2	-1	3	-0.7	-24	2	-7	-2[16.7 µM]
36	COc1ccc(C)cc1S(=O)(=O)N(C)CC(=O)Nc1ccc2c(c1)OCO2	9	1	-4	.	4	-2	-4	-1
37	COc1ccc(S(=O)(=O)N2CCN(Cc3cccnc3)CC2)cc1	3	4	-1	.	-6	-1	.	.
38	Cc1ccc(O)c(CNc2nc3ccccc3n2C)c1	2	.	-2	.	.	-1	-1	9
39	O=C(NNC(=O)c1cc(S(=O)(=O)N2CCOCC2)ccc1Cl)c1ccc(F)cc1	5	2	3	0.0	-7	4	-14	-6
40	COC(=O)C[C@@H]1CC[C@H]2[C@@H](COc3ccc(NC(=O)c4ccccc4)cc3C(=O)N2C)O1	3	-2	12	0.0	0	-5	13	-7[16.7 µM]
41	CCn1c2ccccc2c2cc(NC(C)=O)ccc21	6	.	-6	.	.	2	3	8
42	Cc1nn(C)c(C)c1CCC(=O)N1CCCC(N2CCN(c3ccc(F)cc3)CC2)C1 (stereo not given)	-5	-3	-4	-0.1	-3	0	.	14
43	CC(NCc1cccc(S(=O)(=O)N(C)C)c1)c1ccc(F)cc1 (stereo not given)	-2	2	-8	0.4	-2	21	-5	-8
44	OC[C@@H]1Nc2ccc(-c3ccccc3)cc2[C@H]2[C@@H]1CCN2Cc1ccccc1F	6	-2	-2	-0.8	-29	36	-20	11[16.7 µM]
45	CC1(C)CC(=O)C2=C(C1)N(c1ccc(F)cc1)C(=O)CC2c1ccccc1 (stereo not given)	-5	.	2	.	.	-1	22	-4
46	COc1ccc(NC(=O)C2CC2(Cl)Cl)cc1S(=O)(=O)N1CCCCC1 (stereo not given)	-10	-10	1	-0.1	-66	0	-4	45
47	COc1ccc(-n2c(C)nc3sc4c(c3c2=O)CCC4)cc1	.	0	.	-0.7	-10	.	-13	-1
48	c1ccc(Nc2n[nH]nc2-c2ccccc2)cc1	-25	.	.	.	.	-4	-23	1
49	CC(=O)Oc1ccc(C(=O)Nc2cccnc2)cc1	7	1	2	.	-5	0	9	-4
50	CCCCN(CC)CCNc1c(N2CCN(C(=O)OCC)CC2)c(=O)c1=O	4	.	3	.	.	-9	2	-1
51	Cc1ccc(NC(=O)NCCCN2CCCC2=O)c(C)c1	5	-2	4	.	-22	-1	.	-3
52	COc1ccc(C(=O)NCc2cc(C)nc3ccccc23)cc1OC	0	3	-4	5.3	2	0	3	-6
53	CC(C)C(=O)Nc1ccc2c(c1)C(=O)N(C)[C@H]1CC[C@H](CC(=O)N[C@@H](C)c3ccccc3)O[C@H]1CO2	7	.	-1	0.0	.	-3	-4	27[16.7 µM]
54	Cc1noc(C)c1CSCC(=O)Oc1ccc(N(C)S(=O)(=O)c2ccccc2)cc1	-5	6	0	-0.1	-8	0	-3	17
55	C[C@@H]1CN([C@H](C)CO)C(=O)Cc2cc(NC(=O)Nc3cccc4ccccc34)ccc2O[C@H]1CN(C)S(=O)(=O)c1cn(C)cn1	0	1	2	0.1	-1	-2	2	2[16.7 µM]
56	CN(Cc1ccccc1)C(=O)COC(=O)Cn1cnc2ccccc21	-6	-1	4	-1.1	-11	8	12	-4
57	O=C(Nc1ccc(Cl)cn1)c1ccc2c(Cl)c3c(nc2c1)CCC3	2	.	5	1.9	-21	-5	4	8
58	CCOCCn1ccc2c(OCC(=O)NCCc3ccc(OC)c(OC)c3)cccc2c1=O	19	0	0	0.0	-13	0	-1	-1
59	COc1ccc(C(C(=O)NC2CCCCC2)N(CC2CCCO2)C(=O)CCCC(=O)Nc2ccccn2)cc1 (stereo not given)	-2	-2	-7	.	-6	3	-3	-3
60	CSc1ccccc1C(=O)C1CCCN(C(=O)c2cc(C(C)C)no2)C1 (stereo not given)	-1	18	0	1.0	-6	0	11	-1
61	C=C1C(=O)OC2C1CCC(C)=C1C(=O)C3OC3(C)C12 (stereo not given)	0	-3	2	.	-6	-6	-82	10

Exported with values under each structure: part of the list above
Sequence of screens: RAD54 inh | ERAP1 inh | PglD DTNB | E-selectin induc | RAD52 anneal inh | Cneo AK release | PGC1a acetyl inh | miR-122 sensor
49	CC(=O)Oc1ccc(C(=O)Nc2cccnc2)cc1
→ 7 | 1 | 2 | . | -5 | 0 | 9 | -4
46	COc1ccc(NC(=O)C2CC2(Cl)Cl)cc1S(=O)(=O)N1CCCCC1 (stereo not given)
→ -10 | -10 | 1 | -0.1 | -66 | 0 | -4 | 45
45	CC1(C)CC(=O)C2=C(C1)N(c1ccc(F)cc1)C(=O)CC2c1ccccc1 (stereo not given)
→ -5 | . | 2 | . | . | -1 | 22 | -4

Outcome played no part in choosing rows; overall some 1.4% were active at least once.
